# From PubChem BioAssay
# M5 antag: human M5 muscarinic receptor antagonists, primary screen, CHO cells, Fluo-8 calcium fluorescence; Muscarinic acetylcholine receptor M5 (Homo sapiens), P08912; CHO-hM5 cells, ACh EC80; inhibition, % at 3 µM; 360,000 tested, 0.59% active; AID 624040, 2012;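 active = inhibition above a per-plate cutoff, the mean of that plate's test compounds plus 3 SD, cut at about 27% in these data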;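 also: 0% = acetylcholine EC80 with DMSO and 100% = DMSO without agonist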
# TAAR1 ag: human TAAR1 agonists, primary screen, Fluo-8 calcium fluorescence, CHO RD-HGA16 cells; activation, % at 3 µM; 360,000 tested, 0.99% active; vehicle wells 0%, saturating PEA agonist 100%; AID 624467, 2012;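 active = activation above the mean activation of all test compounds in the run plus 3 SD, cut at about 38% in these data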
#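 System: CHO-derived RD-HGA16 cells with stable Gα16 and human TAAR1. Times: 17-24 h plating, Fluo-8 75 min 37 °C, 30 min RT. Measured by: calcium-sensitive Fluo-8 signal, excitation 470-495, emission 515-575 nm. Read-out basis: % activation relative to PEA EC100 response. Control set: DMSO and PEA EC100. Repeats: no replicates (n 1).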
# M1 ag: human M1 muscarinic receptor agonists, primary screen, Fluo-8 calcium fluorescence, CHO-K1 cells, HTS. Muscarinic acetylcholine receptor M1 (Homo sapiens), P11229. CHO-K1 hM1, agonist mode; 0% DMSO, 100% acetylcholine EC100. activation, % at 3 µM. 360,000 tested, 0.33% active. AID 588814, 2011;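 active = activation above the run's mean compound activation plus 3 SD, cut at about 16% in these data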;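 also: peak over basal fluorescence ratio within a 140 s kinetic read after compound addition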
# Target sequence (P11229 whole entry, looked up): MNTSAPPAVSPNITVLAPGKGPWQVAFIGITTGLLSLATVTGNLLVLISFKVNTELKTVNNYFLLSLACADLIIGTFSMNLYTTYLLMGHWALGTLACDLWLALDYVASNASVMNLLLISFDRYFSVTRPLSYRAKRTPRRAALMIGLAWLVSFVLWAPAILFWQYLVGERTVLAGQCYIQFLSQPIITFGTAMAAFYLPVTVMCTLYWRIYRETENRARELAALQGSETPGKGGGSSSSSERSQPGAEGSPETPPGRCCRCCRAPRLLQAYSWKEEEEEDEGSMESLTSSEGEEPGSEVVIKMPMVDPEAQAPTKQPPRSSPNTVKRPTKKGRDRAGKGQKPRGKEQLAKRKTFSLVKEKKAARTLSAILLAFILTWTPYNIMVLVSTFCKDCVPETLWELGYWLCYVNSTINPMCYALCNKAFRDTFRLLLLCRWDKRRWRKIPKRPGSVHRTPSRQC
# M5 ag: human M5 muscarinic receptor agonists, primary screen, CHO-K1 cells, Fluo-8 calcium fluorescence. CHO-K1 hM5 cells; 0% DMSO wells, 100% maximal acetylcholine response. activation, % at 3 µM. 360,000 tested, 0.19% active;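 active = activation above the run's mean over test compounds plus 3 SD, cut at about 23% in these data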;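 also: signal is peak over basal fluorescence ratio across the kinetic read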
# M1 PAM: human M1 muscarinic receptor positive allosteric modulators, primary screen, CHO-K1 cells, Fluo-8 calcium fluorescence, 1536-well; Muscarinic acetylcholine receptor M1 (Homo sapiens), P11229; CHO-K1 hM1, ACh EC20; 0% = ACh EC20, 100% = maximal ACh; activation, % at 3 µM; 360,000 tested, 0.088% active; AID 588819, 2011; in the data active = activation above about 19%, passing the limit was not always enough
# M4 antag: human M4 muscarinic receptor antagonists, primary screen, CHO cells, Fluo-8 calcium fluorescence | CHO-hM4 cells, ACh EC80 | inhibition, % at 3 µM | 360,000 tested, 0.73% active | AID 624125, 2012;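 active = inhibition above its plate's cutoff, the mean inhibition of sample wells plus 3 SD, cut at about 27% in these data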;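 also: 0% = acetylcholine EC80 with DMSO and 100% = DMSO without agonist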
# Target sequence (P08173 whole entry, looked up): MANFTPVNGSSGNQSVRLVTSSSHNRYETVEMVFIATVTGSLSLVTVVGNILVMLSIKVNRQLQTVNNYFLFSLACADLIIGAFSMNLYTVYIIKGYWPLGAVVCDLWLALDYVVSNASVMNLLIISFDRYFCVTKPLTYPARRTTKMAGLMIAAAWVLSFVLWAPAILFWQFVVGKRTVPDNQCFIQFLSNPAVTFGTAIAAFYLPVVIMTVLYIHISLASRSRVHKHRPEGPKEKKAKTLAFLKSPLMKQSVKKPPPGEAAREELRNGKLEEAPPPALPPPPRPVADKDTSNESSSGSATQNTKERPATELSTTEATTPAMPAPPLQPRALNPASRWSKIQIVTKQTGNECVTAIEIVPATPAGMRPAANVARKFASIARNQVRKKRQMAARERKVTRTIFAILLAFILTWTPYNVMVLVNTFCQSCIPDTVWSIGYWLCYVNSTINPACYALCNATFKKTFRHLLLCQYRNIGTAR
# M5 PAM: human M5 muscarinic receptor positive allosteric modulators, primary screen, CHO-K1 cells, Fluo-8 calcium fluorescence; Muscarinic acetylcholine receptor M5 (Homo sapiens), P08912; CHO-K1 hM5, ACh EC20 PAM; 0% = ACh EC20, 100% = ACh EC100; activation, % at 3 µM; 360,000 tested, 0.3% active; AID 624038, 2012;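 active = activation above the run cutoff, the mean activation of all test compounds plus 3 SD, cut at about 18% in these data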
#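 system = human M5 receptor in CHO-K1 cells | compound = one concentration, 3 µM final (nominal) | schedule = Post-acetylcholine fluorescence recording 140 s | signal = Fluo-8 calcium dye fluorescence, kinetic read | benchmarks = low control EC20 acetylcholine (0%), high control EC100 acetylcholine (100%) | repeats = singlicate, one well per test compound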
# M4 ag: human M4 muscarinic receptor agonists, primary screen, CHO-K1 cells, Fluo-8 calcium fluorescence; Muscarinic acetylcholine receptor M4 (Homo sapiens), P08173; CHO-K1 hM4/Gqi5; vehicle 0%, full acetylcholine response 100%; activation, % at 3 µM; 360,000 tested, 0.14% active; AID 624127, 2012;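 active = activation above the run mean over all test wells plus 3 SD, cut at about 32% in these data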;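 also: peak over basal fluorescence ratio per well then scaled between controls; 0% = DMSO wells and 100% = acetylcholine at EC100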
# M1 antag: human M1 muscarinic receptor antagonists, primary screen, CHO-K1 cells, Fluo-8 calcium fluorescence, 1536-well. inhibition, % at 3 µM. AID 588852, 2011. 360,000 tested, 1.3% active. CHO-K1 hM1, ACh EC80 antagonist. Muscarinic acetylcholine receptor M1 (Homo sapiens), P11229;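 active = percent inhibition above its own plate's cutoff, namely the mean of that plate's compound wells plus 3 SD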;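 also: peak over basal fluorescence ratio during 140 s after agonist addition; 0% = ACh EC80 plus DMSO and 100% = DMSO alone without agonist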
# The depositor's hits bear a star; . = no result given. This is a subset; rates above refer to the full screens.
# Preview:
# Every second line gives: M5 antag	TAAR1 ag	M1 ag	M5 ag	M1 PAM	M4 antag	M5 PAM	M4 ag	M1 antag
COc1ccc(C(C)(NC(C)=O)c2nc(-c3cccc4cccnc34)cs2)cc1 (centres undefined)
    2.5	-0.8	-4.2	-0.6	-0.1	-24.7	-6.1	2.2	-6.3
CCCCNC(=O)C1(C)CCCCN1C(=O)c1csnn1 (centres undefined)
    8.6	2.5	-0.7	3.7	5.5	-3.1	1.6	1.1	-7.7

# The listing, repeating the preview:
# Every second line gives: M5 antag	TAAR1 ag	M1 ag	M5 ag	M1 PAM	M4 antag	M5 PAM	M4 ag	M1 antag
COc1ccc(C(C)(NC(C)=O)c2nc(-c3cccc4cccnc34)cs2)cc1 (centres undefined)
    2.5	-0.8	-4.2	-0.6	-0.1	-24.7	-6.1	2.2	-6.3
CCCCNC(=O)C1(C)CCCCN1C(=O)c1csnn1 (centres undefined)
    8.6	2.5	-0.7	3.7	5.5	-3.1	1.6	1.1	-7.7
O=C(CSc1nnc(-c2ccccc2)o1)NCC1CCCCC1
    1.0	1.5	-4.2	-2.3	-1.5	13.5	-7.5	-0.6	4.9
CCOC(=O)c1ccc(-c2ccc3c(c2)CCC3)nc1C
    0.7	0.7	-1.2	-4.4	7.4	-20.5	1.6	0.3	-17.6
O=C(Nc1ccnn1C1CCN(CCCC2CCCC2)CC1)c1ccccc1
    10.0	6.4	0.3	-9.3	-11.5	-7.3	-6.2	4.7	30.8
OCCNCCCCOc1ccccc1F
    6.5	3.0	-7.4	-1.1	2.3	-6.1	-0.3	1.8	-8.6
O=C(COC(=O)c1cccc(N2C(=O)C3CC=CCC3C2=O)c1)c1ccccc1 (centres undefined)
    7.9	12.8	0.8	3.6	-3.5	-9.6	-8.3	17.4	-6.3
O=C1CNC(=S)N1c1nc(-c2ccccc2)cs1
    -3.9	2.4	-5.9	-3.0	6.4	-8.4	5.0	1.1	-5.0
Fc1ccc(CNc2ccc(CNc3ncn[nH]3)cc2)cc1
    7.8	8.7	-0.2	2.0	0.3	3.3	-2.9	1.8	-8.8
CCCCc1c(O)nc2n(c1=O)CCS2
    -6.9	8.5	-2.2	-1.4	7.5	-20.3	5.1	-1.5	-8.3
CC(C)N1C2OC(C3OC4C(O3)N(C(C)C)S(=O)(=O)N4C(C)C)OC2N(C(C)C)S1(=O)=O (centres undefined)
    4.9	6.7	-0.7	-4.2	-4.8	5.8	-8.1	0.5	8.5
CCOC(=O)C1CN(S(=O)(=O)c2ccc(OC)cc2)c2cc(S(=O)(=O)CC)ccc2O1 (centres undefined)
    -11.2	2.0	-0.8	-7.1	0.2	-8.3	1.5	2.6	4.3
CCOc1ccc(Nc2nc(NCC(=O)O)nc(N)c2[N+](=O)[O-])cc1
    16.8	1.1	-3.1	0.8	0.0	9.0	-3.2	-0.6	-2.2
Cc1ccc(-c2nnc(COC(=O)c3cc(=O)[nH]c4ccccc34)o2)cc1
    -8.5	0.2	-5.8	-2.0	6.1	-22.2	-3.2	1.9	-3.5
COc1cc(CC(=O)OCC(=O)c2ccc(F)cc2)cc(OC)c1OC
    8.1	3.7	-0.4	0.7	9.6	-3.1	2.8	1.0	-7.0
Cc1cccc(N=C2N=C(N)c3ccccc32)c1
    3.4	4.0	-3.0	-0.7	6.1	2.8	-1.9	0.2	-2.0
Cc1ccccc1N1CCN(C(=O)C2CCCCC2)CC1
    -2.0	18.3	-3.8	-0.2	4.7	-2.1	2.9	0.2	-15.8
CC(=O)Nc1ccc(S(=O)(=O)NC(C)C(=O)OCCOc2ccc(F)cc2)cc1 (centres undefined)
    -2.1	-0.8	2.0	7.1	1.4	-16.9	-4.7	9.6	-9.7
C#CCOCCOCCOCCNc1nc(N2CCN(C(=O)Cn3cc(CCCN=C(N)N)nn3)CC2)nc(N2CCN(C(=O)[C@H](C(C)C)n3cc(CCO)nn3)CC2)n1
    6.9	6.7	-2.7	2.3	19.6	-3.9	1.9	1.9	-20.4
Cn1c(C(=O)NC2CCCCC2)cc2c(=O)n3ccccc3nc21
    -5.2	7.6	-1.5	1.1	-2.2	-2.9	3.9	2.3	6.4
CCOC(=O)Cc1csc(NC(=O)NC2(C(F)(F)F)Oc3cc(Cl)c(Cl)cc3O2)n1
    -5.8	10.7	4.2	6.5	-4.8	-10.0	-3.7	15.9	-13.2
CC1(C)CC(=O)C(/C=N/n2cnc3ccccc3c2=O)=C(O)C1
    7.5	0.1	-2.1	-0.1	8.6	0.8	-3.5	1.1	-18.9
CCOc1ccc2c(c1)C(N(CCN1CCOCC1)C(=O)Nc1ccccc1)CC(C)(C)O2 (centres undefined)
    5.1	0.5	-2.8	1.8	5.3	-14.1	-1.2	0.4	-11.4
CCOc1ccccc1N1CC(C(=O)Nc2ccc(C(=O)O)cc2)CC1=O (centres undefined)
    -3.0	6.2	0.3	2.8	9.4	7.0	2.1	0.3	-12.1
CC(C)C[C@H]1CN(CCCC[C@@H]2CNC(=O)C(=O)N2CCc2ccccc2)C(=O)C(=O)N1Cc1ccccc1
    0.4	1.9	.	-5.4	.	-4.0	4.5	1.3	.
Cc1nc2nc(C(F)(F)F)[nH]c2nc1C
    10.2	-0.5	-3.0	3.2	5.2	0.1	0.8	-0.5	-7.4
CCOc1ccccc1N(CC(=O)NC1CCCCC1)S(=O)(=O)c1ccccc1
    16.7	-1.5	-5.3	-3.8	8.6	6.4	-2.6	1.8	-4.4
Cc1nn(-c2ccc(Cl)cc2)c2[nH]c(CCl)cc(=O)c12
    -11.3	2.3	-1.7	0.1	3.9	-20.1	4.7	2.2	-9.4
CCCOc1ccc(NC(=O)C2CC(=O)N(C(C)C)C2)cc1 (centres undefined)
    -0.7	12.4	-2.4	-1.9	7.2	12.1	1.4	0.1	-9.7
Cc1ccccc1N(CC(=O)N1CCN(Cc2ccccc2)CC1)S(C)(=O)=O
    3.0	1.9	-4.6	1.0	8.6	-1.5	2.4	2.0	-10.8
O=C1CNC(=S)N1Cc1ccc(Cl)cc1
    3.3	1.4	-6.7	-3.2	0.8	6.2	-4.0	14.5	0.9
CNC(=O)CN1C(=O)NC2(CCc3ccccc3C2)C1=O (centres undefined)
    -0.2	-0.3	-5.3	-1.8	6.5	5.6	13.6	1.1	1.0
O=C1CCCN1CCCn1cnc2c([nH]c3ccc(F)cc32)c1=O
    -3.5	6.0	-3.0	-1.2	7.2	3.1	5.1	0.2	-10.8
CN(C)CCC(=O)N1c2ccccc2Sc2ccc(Cl)cc21
    99.5*	2.0	-13.3	-10.1	-34.5	95.8*	-19.8	0.3	99.0*
CCCCC(CC)CNC(=O)CCS(=O)(=O)c1cccc2nonc12 (centres undefined)
    -4.7	5.7	-2.3	-9.1	10.0	0.8	3.6	0.8	-7.6
OC(c1ccc(F)c(F)c1)c1nc(-c2ccc3c(c2)OCO3)cs1 (centres undefined)
    2.3	2.0	-2.6	1.1	0.0	-3.9	-8.1	4.2	-10.8
COc1ccc(/C=C/C(=O)Nc2ccc(C)c(S(=O)(=O)N3CCOCC3)c2)cc1
    2.6	18.8	-1.0	6.2	-14.2	1.2	-13.0	28.4	16.7
COc1cccc(CNC(=O)N2CCN(c3ccccc3Cl)CC2)c1
    13.2	10.2	-0.2	0.3	-3.1	-6.7	-8.4	18.6	-3.8
C#Cc1ccc([C@H]2C=C(C(=O)N3CCOCC3)O[C@@H](OCC)[C@@H]2CCCO)cc1
    16.7	4.6	-1.8	-0.4	-4.5	-4.3	-10.9	-0.1	5.1
O=C(CCCC(=O)OCC(Cl)=C(Cl)Cl)Nc1ccc(F)cc1
    4.1	0.7	-8.4	-2.6	-5.4	5.3	-6.6	0.4	8.3
COc1cccc(C(=O)Nc2cc(C(=O)NCCc3ccccc3)ccc2Cl)c1
    2.4	6.5	-7.4	-2.9	-4.7	-8.8	-9.6	10.3	5.3
COc1ccc(-c2oc3ncn4nc(Cc5ccccc5)nc4c3c2-c2ccc(OC)cc2)cc1
    -4.5	8.6	-3.5	-0.9	11.6	6.1	4.9	-0.2	-8.0
CCOC(=O)C1CCN(c2c(NCc3ccc(C(=O)NC4CCCC4)cc3)c(=O)c2=O)CC1
    1.0	0.8	-4.7	0.1	0.5	-6.2	-4.4	0.3	-8.9
O=C(C1CC1)N1CCc2cc(Br)cc(S(=O)(=O)NCc3ccco3)c21
    -3.6	8.3	0.9	0.1	10.0	-1.8	15.9	1.4	-11.3
CC(=O)NC1(NC(C)=O)CCN(C)CC1
    3.4	4.7	0.0	3.1	10.6	-1.1	6.3	1.1	-8.9
O=C(NC1CCCCC1)C(CCc1ccccc1)N1CCc2ccccc2C1 (centres undefined)
    -0.6	7.9	-7.0	-1.1	-9.3	-5.0	0.6	-2.6	-3.7
Cn1c(=O)[nH]c(=O)c2c1nc(SCC(N)=O)n2Cc1cccc(Br)c1
    4.8	4.5	-3.6	-2.5	-6.7	7.2	0.7	0.9	14.0
Cc1cc(C)c(C)c(S(=O)(=O)N2CCC(C(=O)N3CCN(c4ccc(F)cc4)CC3)CC2)c1C
    -6.0	-0.5	-3.9	-0.3	15.2	-0.9	13.0	0.6	-15.3
CCOc1ccc(S(=O)(=O)NCCC(=O)NCC(c2cccs2)N(C)C)cc1 (centres undefined)
    -1.1	0.8	-7.9	0.3	-2.9	-10.5	-2.1	0.6	8.5
CN(C)c1nc(NCc2ccccc2)nc(SCC(=O)Nc2ccccc2)n1
    -3.9	4.1	0.4	3.0	-1.8	-0.3	2.4	4.6	-20.9
Cc1cc(C)n2nc(C(=O)OCC(=O)Nc3ccc4c(c3)OCO4)nc2n1
    -2.6	2.0	-3.3	-4.4	4.4	-6.4	3.1	-0.1	-4.5
COC(=O)C1(C)Nc2ccccc2C(=O)N1c1ccccc1OC (centres undefined)
    4.0	1.0	-1.3	2.7	-1.4	3.4	-4.2	0.7	7.5
O=C(c1ccc(C(F)(F)F)cc1)N1CCC(=O)N(C(COCc2ccccc2)Cc2ccccc2)CC1 (centres undefined)
    1.6	4.9	-3.6	3.6	0.2	-5.8	-0.3	4.4	3.6
O=C(CNC(=O)c1ccc(Br)cc1)N/N=C/c1cccnc1
    -4.2	1.7	-1.7	-1.7	5.4	-7.6	0.3	2.3	-8.6
O=C(c1ccc2c(c1)OCO2)N1CCCC(c2ccccc2)C1 (centres undefined)
    -3.5	27.9	-7.4	-1.1	0.1	-4.1	-3.0	3.1	-15.4
